4MU fluor: 4-MU region autofluorescence. compound autofluorescence, 340/450 nm, 4-MU equivalents; stronger effect = higher value. max dye-equivalent concentration, M. 59,000 compounds, 11% hits. AID 589; in the data active = max dye-equivalent concentration above about 10 nM; inconclusive = mostly about 1.1 nM to 9.6 nM
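Compounds in 100 mM Tris, pH 8.0, sat 15 min at room temperature before fluorescence was read at 340 nm excitation/450 nm emission; a per-plate six-point 4-MU standard curve converted signals to dye-equivalent concentration at each compound concentration.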
BRCT inh green: inhibitors of human BRCA1 BRCT-phosphoprotein interaction (green fluorophore). BRCA1 BRCT-phosphopeptide binding, green fluorescence polarization. Potency, µM (titrated, usually from 76.9 µM), without a hit: at the top dose activity change, negative = inhibition, usual class: inhibitors. 75,000 compounds, 0.05% hits;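 note: potency is the fitted concentration of half-maximal effect; plate controls were peptide without protein for full effect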
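Compounds were incubated for 12 min at room temperature with a complex of 100 nM fluorescein-tagged pBACH1 decapeptide and 250 nM His-tagged BRCT protein. Buffer was phosphate pH 7.3 with EDTA, DTT and Tween 20. Disruption of binding lowers the polarization signal.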
USP2a inh: inhibitors of human ubiquitin-specific protease USP2a; Potency, µM (highest dose often 38.3 µM), without a hit: top-dose activity change, negative = inhibition, usual class: inhibitors; O75604; 60,000 compounds, 0.1% hits; USP2a enzymatic assay, qHTS inhibition;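 note: potency is the fitted concentration of half-maximal effect; nearly all actives have a fitted effect of over 60% in size; plate controls were DMSO for no effect and NEM full inhibition control for full effect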
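Coupled readout: USP2-cleaved Ub-PLA2 (20nM final) turns over NBD C6-HPC (20uM final), Ex 460nm/Em 535nm after 2.5 h, time-zero read flagging artifacts. Enzyme (20nM final, pH 8.0 Tris) given 30 min RT with compound first; NEM defines full inhibition.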
Caspase-7 inhib: allosteric or competitive inhibitors of human caspase-7. P55210. recombinant caspase-7, Ac-DEVD-AFC fluorescence rate. Potency, µM (top dose mostly 57.5 µM), for inactives: at the highest dose activity change, negative = inhibition, actives largely listed as inhibitors. 75,000 compounds, 0.02% hits. AID 889; active = well fitted inhibition curve with a large enough effect in the main read-out, with a control signal flat, not every such curve was filed as active; inconclusive = small, poorly fitted or top-dose-only effect, or a change in a side signal; note: potency is the fitted concentration of half-maximal effect; % of control where 0% means no effect
Target sequence (P55210 24-198 limits assumed): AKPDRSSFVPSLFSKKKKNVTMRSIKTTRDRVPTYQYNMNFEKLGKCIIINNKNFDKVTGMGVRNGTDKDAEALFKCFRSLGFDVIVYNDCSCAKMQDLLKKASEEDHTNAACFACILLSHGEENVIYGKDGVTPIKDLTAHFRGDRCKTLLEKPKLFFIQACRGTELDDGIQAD
Target sequence (P55210 207-303 limits assumed): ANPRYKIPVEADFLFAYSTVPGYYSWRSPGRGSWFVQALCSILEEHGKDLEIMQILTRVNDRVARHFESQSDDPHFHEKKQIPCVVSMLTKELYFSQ
TexasRed autofl: compounds fluorescent in Texas Red spectral region; max dye-equivalent concentration, M; Compound fluorescence, Texas Red channel, 547/618 nm; stronger effect = higher value; AID 587; 59,000 compounds, 0.06% hits; in the data active = max dye-equivalent concentration above about 10 nM; inconclusive = between about 1.1 nM and that limit
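Dye-equivalent concentrations come from scaling compound signal (ex 547, em 618 nm) to six Texas Red standard concentrations run on every plate, after 15 min room-temperature incubation in pH 8.0 Tris (100 mM).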
A350 autofl: compound fluoresces in the Alexa 350 spectral region | Compound autofluorescence, 340/450 nm, Alexa 350 dye-equivalents; stronger effect = higher value | max dye-equivalent concentration, M | 59,000 compounds, 11% hits; in the data active = max dye-equivalent concentration above about 10 nM; inconclusive = mostly about 1.1 nM to 9.6 nM
Casp1 inh: allosteric or competitive inhibitors of human caspase-1. AID 900. Caspase-1 enzyme, Ac-WEHD-AFC fluorogenic rate. 75,000 compounds, 0.03% hits. Potency, µM (titrated, usually from 57.5 µM), inactives show at the highest dose activity change, negative = inhibition, hits mostly inhibitors;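 note: potency is the fitted concentration of half-maximal effect; plate controls were vehicle for no effect and no substrate for full effect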
Target sequence (P29466 120-297 limits assumed): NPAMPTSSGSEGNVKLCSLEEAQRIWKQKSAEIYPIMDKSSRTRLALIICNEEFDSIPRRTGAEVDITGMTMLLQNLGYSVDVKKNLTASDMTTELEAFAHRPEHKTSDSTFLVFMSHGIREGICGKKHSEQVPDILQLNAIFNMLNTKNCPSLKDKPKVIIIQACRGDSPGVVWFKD
Target sequence (P29466 317-404 limits assumed): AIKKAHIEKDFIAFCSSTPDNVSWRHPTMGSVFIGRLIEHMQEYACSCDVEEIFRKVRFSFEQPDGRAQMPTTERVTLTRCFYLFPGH
Rhodamine autofl: rhodamine region autofluorescence | Rhodamine-region fluorescence, 547/598 nm, Tris buffer; stronger effect = higher value | max dye-equivalent concentration, M | 59,000 compounds, 0.05% hits | AID 594; in the data active = max dye-equivalent concentration above about 11 nM; inconclusive = between about 1.1 nM and that limit
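Compound fluorescence in 100 mM Tris, pH 8.0, read after 15 min at room temperature with 547 nm excitation and 598 nm emission. Output is dye-equivalent concentration from an on-plate rhodamine standard series.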
BRCT inh red: BRCT-phosphoprotein interaction inhibition (red fluorophore); P38398; BRCT-phosphopeptide binding, red fluorescence polarization; Potency, µM (doses to about 76.9 µM), for inactives: at the top dose activity change, negative = inhibition, most hits filed as inhibitors; 75,000 compounds, 0.03% hits; note: % is set by controls: 0 for no effect and ±100 for the full control effect
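Rhodamine-labelled pBACH1 10-mer (100 nM) bound to BRCT domain (100 nM) at pH 7.3; compounds incubated 12 min room temperature, polarization read. Free peptide defines full inhibition; unlabelled decapeptide titrated as control.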
HEK293 cAMP ctrl: counter-screen for TSHR agonists: cAMP increase in parental HEK293; Potency, µM (highest dose often 57.1 µM), without a hit: at the highest dose activation, actives largely listed as activators; parental HEK293 CNG cAMP sensor, membrane potential fluorescence; 73,000 compounds, 2.5% hits; AID 938; note: potency is the fitted concentration of half-maximal effect; % of control where 0% means no effect; nearly all actives have a fitted effect of over 55% in size
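Parental HEK 293 cells stably expressing a cAMP-gated CNG channel were loaded with membrane potential dye containing 100 uM RO 20-1724 for 60 min. Compound added for 30 min; depolarization read as fluorescence intensity at 590 nm.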
Fluorescein autfl: fluorescein region autofluorescence | 59,000 compounds, 0.91% hits | max fluorescein-equivalent concentration, M | Compound autofluorescence, 480/540 nm, fluorescein-equivalent; stronger effect = higher value; in the data active = max fluorescein-equivalent concentration above about 10 nM; inconclusive = between about 1.1 nM and that limit
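Tris 100 mM pH 8.0; 15 min RT; CCD read, ex 480/em 540 nm. Output: fluorescein-equivalent concentration per compound concentration, from six-point dye series on each plate.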
* marks the source's active call; other numbers are inactive results; i = inactive; u = inconclusive; x = not tested or not shown; [ ] = another dose, or the depositor's remark. Unless noted, calls come from the whole dose curve; as a rule, active = well fitted curve in the direction sought with a large enough effect; inconclusive = small, poorly fitted or top-dose-only effect, or another doubt; inactive = no such curve, though single readings can be large; an effect the other way counts as inactive or inconclusive.

No.	Compound	4MU fluor	BRCT inh green	USP2a inh	Caspase-7 inhib	TexasRed autofl	A350 autofl	Casp1 inh	Rhodamine autofl	BRCT inh red	HEK293 cAMP ctrl	Fluorescein autfl
1	Cc1nnc(SCCC(C)C)[nH]c1=O	x	0.1%	-5%	2%	x	x	-4%	x	0.2%	9%	x
2	CCC(=O)N1CCN(c2ccc(Cl)cc2NC(=O)Cc2ccccc2)CC1	i	0.1%	12%	-1%	i	i	-2%	i	-0.2%	u	i
3	CCCCCOC(=O)C1=C(C)Nc2nnnn2C1c1ccc(OC)c(OC)c1OC (stereo unspecified)	i	1.4%	18%	0%	i	i	-1%	i	0.1%	22%	i
4	Nc1ccccc1C(=O)Nc1cccc(C(=O)O)c1	2.7e-08M*	-2.7%	-1%	3%	i	2.5e-08M*	0%	i	0.0%	2%	u
5	Cn1c(=O)c2c(nc(N3CCCCC3)n2CCSc2nc3ccccc3o2)n(C)c1=O	i	-3.1%	-1%	0%	i	i	-2%	i	0.3%	8%	i
6	Cc1nc(NC(=O)CSc2nc3cccnc3n2Cc2ccccc2)sc1C	i	-1.6%	30%[activator]	-6%	i	i	-3%	i	-0.2%	12%	i
7	CSc1nc(=NC(C)=O)ss1	i	0.1%	12%	-1%	i	i	-1%	i	0.2%	10%	i
8	O=C(COC(=O)c1ccc(Br)o1)Nc1nc2ccccc2s1	x	5.0%	55%[activator]	-2%	x	x	-2%	x	1.1%	u	x
9	CC(=O)c1cc(CN2C(=O)CCC2=O)cs1	x	-1.7%	1%	1%	x	x	2%	x	0.3%	13%	x
10	Cc1cc(C)nc(N2CCC(C(=O)Nc3ccc4c(c3)OCO4)CC2)n1	i	-3.9%	6%	-1%	i	i	0%	i	-0.1%	8%	u

Next section, overlapping the part above by 2 compounds.
No.	Compound	4MU fluor	BRCT inh green	USP2a inh	Caspase-7 inhib	TexasRed autofl	A350 autofl	Casp1 inh	Rhodamine autofl	BRCT inh red	HEK293 cAMP ctrl	Fluorescein autfl
9	CC(=O)c1cc(CN2C(=O)CCC2=O)cs1	x	-1.7%	1%	1%	x	x	2%	x	0.3%	13%	x
10	Cc1cc(C)nc(N2CCC(C(=O)Nc3ccc4c(c3)OCO4)CC2)n1	i	-3.9%	6%	-1%	i	i	0%	i	-0.1%	8%	u
11	CCOC(=O)CN(C(=O)Cn1nnc2ccccc21)C(C(=O)NCCOC)c1ccccc1C (stereo unspecified)	i	0.1%	-4%	-2%	i	i	-9%	i	-1.1%	7%	u
12	O=C(C1CCC1)N1CCC(c2nc3c(nnn3Cc3c(F)cccc3Cl)c(=O)[nH]2)CC1	i	5.3%	20%	-6%	i	i	5%	i	-1.8%	13%	u
13	CC1(c2ccccc2)CC(c2ccccc2)=Nc2nonc2N1 (stereo unspecified)	u	-2.4%	7%	1%	i	u	-4%	i	-0.5%	5%	i
14	CCN(CCCNC(=O)C1CCN(S(=O)(=O)N2CCC3(CC2)OCCO3)CC1)c1ccccc1	i	-1.4%	5%	0%	i	i	-1%	i	-0.6%	6%	i
15	COc1cc(NS(=O)(=O)c2ccc(C)cc2)c2ncccc2c1	i	0.6%	-4%	-2%	i	i	-1%	i	-2.8%	u	i
16	CCCCn1c(CN2CCN(C(=O)OCC)CC2)nc2c1c(=O)[nH]c(=O)n2C	i	-1.8%	3%	-1%	u	i	1%	i	-0.1%	3%	i
17	COC(=O)c1[nH]c2ccccc2c1NC(=O)CN1CCN(C/C=C/c2ccccc2)CC1	i	0.6%	35%[activator]	0%	i	i	-1%	i	-1.6%	-61%[inhibitor]	i
18	C=CCOc1ccc2ccccc2c1CNc1ncn[nH]1	i	-1.4%	-4%	0%	i	i	-1%	i	0.9%	5%	u
19	COC(=O)N1[C@H](C)C=C[C@]1(Cc1ccccc1)C(=O)O	x	-3.6%	x	0%	x	x	5%	x	0.7%	2%	x
20	O=C(CSc1nc(-c2ccco2)cc(C(F)(F)F)n1)Nc1ccc2c(c1)CCC2	u	-0.3%	24%	0%	i	u	-1%	i	1.7%	u	i

Quoted from above, nos. 18–20
No.	Compound	4MU fluor	BRCT inh green	USP2a inh	Caspase-7 inhib	TexasRed autofl	A350 autofl	Casp1 inh	Rhodamine autofl	BRCT inh red	HEK293 cAMP ctrl	Fluorescein autfl
18	C=CCOc1ccc2ccccc2c1CNc1ncn[nH]1	i	-1.4%	-4%	0%	i	i	-1%	i	0.9%	5%	u
19	COC(=O)N1[C@H](C)C=C[C@]1(Cc1ccccc1)C(=O)O	x	-3.6%	x	0%	x	x	5%	x	0.7%	2%	x
20	O=C(CSc1nc(-c2ccco2)cc(C(F)(F)F)n1)Nc1ccc2c(c1)CCC2	u	-0.3%	24%	0%	i	u	-1%	i	1.7%	u	i

Remaining list, next part
No.	Compound	4MU fluor	BRCT inh green	USP2a inh	Caspase-7 inhib	TexasRed autofl	A350 autofl	Casp1 inh	Rhodamine autofl	BRCT inh red	HEK293 cAMP ctrl	Fluorescein autfl
21	Cc1ccc(-n2c(SCC(=O)Nc3ccc4c(c3)OCO4)nnc2-c2cccs2)cc1	i	-0.6%	21%	0%	i	i	-3%	i	-1.0%	u	i
22	O=C(C[C@@H]1C=Cc2ccccc2N1C(=O)c1ccccc1)c1ccccc1	i	-1.9%[15.4 µM]	x	-1%[11.5 µM]	i	i	-1%[11.5 µM]	i	-0.7%[15.4 µM]	u	u
23	O=C(c1csc2ccccc12)N1CCCCCC1	x	-5.6%	x	-3%	x	x	1%	x	-1.4%	10%	x
24	CCOC(=O)N1CCN(C(=O)c2ccc3nc(N4CCC(C)CC4)sc3c2)CC1	i	0.7%	3%	-2%	u	i	2%	i	-0.5%	14%	i
25	C=C1C(C2(C)C=CC(=O)C(C)(C)C2CC(=O)OC)CC[C@@]2(C)C(c3ccoc3)OC(=O)C3OC132 (stereo partly specified)	x	1.5%	22%	2%	x	x	-7%	x	1.4%	x	x
26	Cc1noc(C)c1S(=O)(=O)Nc1ccc(C(=O)NC2CCCCC2C)cc1 (stereo unspecified)	i	3.8%	-3%	3%	i	i	-1%	i	0.1%	7%	i
27	COC(=O)c1ccccc1NC(=O)c1cc2sccc2n1C	4.3e-08M*	0.8%	24%	-2%	i	4e-08M*	-4%	i	0.7%	12%	u
28	CCC(C)NC(=O)CC(NS(=O)(=O)c1ccc(Cl)cc1)c1ccco1 (stereo unspecified)	i	1.3%	-26%	-1%	i	i	0%	i	0.3%	10%	u
29	CC(=O)NCC1=C(NC(C)=O)C2CC1C(C)(C)C2C (stereo unspecified)	i	-8.1%	3%	0%	i	i	1%	i	-1.4%	2%	u
30	COc1ccc(-c2cc(NCCc3ccncc3)n3ncnc3n2)cc1	i	2.3%	17%	0%	i	i	2%	i	-12%	5%	i
31	Nc1nc(NC(=O)Cc2ccccc2)nn1-c1ccccc1	i	x	x	x	i	i	x	i	x	x	u
32	Nc1nc2n(n1)C(c1cccc(Br)c1)CC(c1ccc(F)cc1)N2 (stereo unspecified)	x	-2.5%	x	-2%	x	x	-2%	x	0.7%	-1%	x
33	COc1cc(C(=O)N(Cc2cc3ccccc3[nH]c2=O)CC2CCCO2)cc(OC)c1OC (stereo unspecified)	i	-0.7%	6%	0%	i	i	0%	i	0.4%	-9%	u
34	COc1ccc(-c2csc(NC(=O)C3CCCO3)n2)cc1 (stereo unspecified)	i	-1.7%	5%	-1%	i	i	0%	i	-0.7%	u	i
35	COCCCN1C(=O)c2[nH]nc(-c3cc(C)cc(C)c3O)c2C1c1ccc(O)c(OC)c1 (stereo unspecified)	i	-2.6%	41%[activator]	0%	i	i	-2%	i	1.0%	u	i
36	Cc1noc(NS(=O)(=O)c2ccc(N3CC(O)=C(c4ccccc4)C3=N)cc2)c1C	i	-1.2%	-2%	-1%	u	i	0%	i	1.0%	11%	u
37	O=C(CCn1c(=S)[nH]c2cc3c(cc2c1=O)OCO3)N1CCN(c2ccccn2)CC1	u	-0.4%	0%	1%	i	u	-1%	i	0.4%	-10%	i
38	O=C(c1cccs1)n1nc(-c2ccccc2)nc1NCc1ccco1	2.2e-08M*	0.5%	-5%	-5%	i	2.8e-08M*	-4%	i	0.0%	28%	i
39	CCC(C)(C)NC(=O)C(c1ccc(F)cc1)N(Cc1ccco1)C(=O)c1snc(C(N)=O)c1N (stereo unspecified)	1.4e-07M*	-4.4%	-26%	-11%	i	1.6e-07M*	u	i	-1.2%	u	u
40	Cc1ccc(S(=O)(=O)C(C#N)c2nc3ccccc3nc2N2CC(C)OC(C)C2)cc1C (stereo unspecified)	u	5.6%	2%	-28%	u	u	u	i	0.3%	6%	i
41	CC1(C)C(=O)C2(CCCC2)C(=O)OC1c1ccco1 (stereo unspecified)	i	2.6%	4%	1%	i	i	1%	i	-2.8%	1%	i
42	COc1cc2c3cc1Oc1cc(ccc1O)CC1c4c(cc(OC)c(O)c4Oc4ccc(cc4)CC3N(C)CC2)CC[N+]1(C)C (stereo unspecified)	x	-1.3%	9%	1%	x	x	3%	x	-3.9%	x	x
43	CSCCC(NC(=O)c1ccco1)C(=O)OCC(=O)Nc1sccc1C#N (stereo unspecified)	i	3.0%	14%	-6%	i	i	-6%	i	-2.6%	-8%	u

Compound activity deposited in PubChem by National Center for Advancing Translational Sciences (NCATS).

Only part of the results is shown; count on the stated rates, not on these rows.
